# Insulin prom up: MIN6 insulin promoter up-regulation; z-score at 5 µM; AID 1625; 190,000 tested, 0.3% active; MIN6 insulin promoter-GFP reporter, high-content imaging; hits give high values;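 active = z-score above 3 at 5 µM with at least 500 cells counted in the well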
# PMI inhibitors: MPI enzyme activity inhibition – biochemical, fluorescence intensity, coupled assay, primary screen (AID 1209); inhibition, % at 20 µM, or IC50 in µM where a hit was titrated; purified PMI enzyme, coupled fluorescence intensity; higher % means a stronger effect; 190,000 tested, 0.42% active;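 also: plate controls were DMSO vehicle for no effect and wells lacking substrate for full effect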
# TNAP activators: stimulation of alkaline phosphatase TNAP activity – biochemical, luminescent, no phosphate acceptor, uHTS, primary screen (AID 1001); purified TNAP, luminescent activation assay, no phosphate acceptor; higher activation fold means a stronger effect; one-dose activation fold at 20 µM; EC50 in µM for titrated hits; 200,000 tested, 0.03% active; in the data active = activation fold from about 3, or a potency from the dose series; inactive = the rest, 99 in 100 with activation fold below about 1.6; also: many of its hits are not listed in these tables
# PMI inhibition: MPI inhibition at elevated mannose 6-phosphate – biochemical, fluorescence intensity, high mannose 6-phosphate, primary screen (AID 1220). 190,000 tested, 0.66% active. recombinant PMI enzyme, coupled fluorescence intensity; higher % means a stronger effect. one-dose inhibition, % at 20 µM; IC50 in µM for titrated hits
# T cell modulator: modulates CD8 T cell binding to vesicles. 2C CD8+ T cell-vesicle binding, flow cytometry; hits give low values. calls only at 7 µM. 330,000 tested, 0.068% active. AID 2052;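 active = response, share of CD8 T cells binding vesicles, and their 90th percentile fluorescence all below set limits, cut at about 80% in these data, passing the limit was not always enough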
#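 Incubation: binding step 1.5 h, 37 °C, antibody labelling 20 min, ice; system: murine 2C transgenic CD8+ T lymphocytes; technique: cytometric PE anti-B7-1 and Alexa647 anti-CD8 signals after 1% paraformaldehyde fixation; also added: QL9-charged Drosophila Ld/ICAM-1/B7-1 vesicles; control set: naked versus QL9-loaded vesicles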
# b-catenin transl: alters nuclear translocation of beta-catenin in HeLa cells; AID 1665; immunofluorescence imaging; 190,000 tested, 0.3% active; nuclear translocation activity, % at 5 µM;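 active = nuclear translocation activity above 50% at 5 µM, with a well cell count of 50 or more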;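 also: per-cell ratio of nuclear to cytoplasmic median beta-catenin stain intensity; plate controls were DMSO negative control for no effect and GSK-3 inhibitor IX positive control for full effect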
#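 Read-out: Nuclear/cytoplasmic beta-catenin signal ratio, % activation | Assay system: Human HeLa cell line | Times: 24 h compound exposure at 37°C, 5% CO2 | Signal: Fluorescence imaging of beta-catenin antibody stain plus DAPI | Dosing: 5 µM primary, 0.02–20 µM confirmation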
# Hep lipid drop: hepatic lipid droplet formation modulation; AML12 mouse hepatocytes, oleate lipid droplets, BODIPY imaging; inhibition, % at 6.5 µM; 240,000 tested, 0.4% active; AID 1656;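 active = lipid droplet intensity inhibited by at least 50%, with more than 500 cells counted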
#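 Assay system: AML12 mouse liver cells | Compound dosing: One dose, 6.5 µM compound | Read-out basis: Droplet intensity reduction, % inhibition | Measured by: Fluorescence imaging, 20x objective, two fields per well | Schedule: Overnight treatment with compound plus oleate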
# MT stabilize HCS: microtubule stabilizers in HeLa cells. HeLa tubulin immunostaining HCS, 24 h; share of cells brighter than vehicle mean+2SD. % tubulin-high responders, % at 10 µM. 200,000 tested, 0.83% active;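 active = plate Z-score above 3 for both tubulin-high and condensed-nucleus cell shares, with cell loss under 80%, at 10 µM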;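 also: anti alpha tubulin signal scored within the nucleus-defined area of each cell; some results filed as inactive read as strong as hits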
# Autophagy HCS: autophagy modulation, high-content screen; 190,000 tested, 0.98% active; calls only at 10 µM (by protocol); MEF GFP-LC3 puncta imaging; test concentration mostly 10 µM;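 active = percentage of spot-positive cells more than 3 SD above its plate mean, without a fluorescence outlier flag or 80% toxicity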;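 also: spot-positive cell cutoff set from DMSO-treated cells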
# Insulin prom up cell count: second read-out of Insulin prom up, no call of its own (marks repeat the call); cell count; measured here: cytotoxicity, nuclei count;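 total cells summed across four imaged fields per well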
# Hep lipid drop cells 6.5 µM: second read-out of Hep lipid drop, no call of its own (marks repeat the call); cell count; measured here: cell count, cytotoxicity flag;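 cells counted across two imaged fields per well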
# b-catenin transl cell count 5 µM: recorded beside b-catenin transl, whose call it bears; cell count; measured here: cell count, cytotoxicity flag
# T cell modulator vesicle-bound %: recorded beside T cell modulator, whose call it bears; double positive events, %; measured here: CD8+ vesicle-bound cell fraction;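 binding gate set so that unloaded-vesicle control wells show 10% double positive cells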
# MT stabilize HCS Hoechst-high %: further read-out of MT stabilize HCS, marked with its call; % Hoechst-high responders; measured here: nuclear condensation Hoechst responders;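 share of cells brighter than vehicle mean plus two SD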
# MT stabilize HCS cytotoxicity %: further read-out of MT stabilize HCS, marked with its call; toxicity, %; measured here: cytotoxicity by cell density;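 0% = mean cell density of plate MIN control wells and 100% = no cells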
# Autophagy HCS cell loss 18 h: recorded beside Autophagy HCS, whose call it bears; toxicity, %; measured here: cell loss, nuclei count;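 cell loss after 18 h compound exposure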
# Active calls of the source: *; i = inactive; . = no result given. Rule as the data show it, unless noted: active = inhibition above about 50%; inactive = the rest.
SMILES,Insulin prom up,Insulin prom up cell count,PMI inhibitors,TNAP activators,PMI inhibition,T cell modulator,T cell modulator vesicle-bound %,b-catenin transl,b-catenin transl cell count 5 µM,Hep lipid drop,Hep lipid drop cells 6.5 µM,MT stabilize HCS,MT stabilize HCS Hoechst-high %,MT stabilize HCS cytotoxicity %,Autophagy HCS,Autophagy HCS cell loss 18 h
O=C(CSC1=NCCN1)NC12CC3CC(CC(C3)C1)C2,2.3,1299,2%,1.1,1%,i,16,-6.2,951,.,.,1.4,1.4,11,i,14
Cc1ccc(CC2C(=O)N(c3cc(Cl)ccn3)C(=O)C2C)cc1 (stereo not given),-0.05,1135,.,.,.,i,21,3.5,1289,-1,738,.,.,.,.,.
O=c1cccc(-c2ccc(Br)cc2)o1,-0.45,1232,6%,1.1,-3%,i,45,-0.3,1253,3,715,2.1,2.3,4.0,i,3
CCOC(=O)c1sc2ncnc(NCC(c3cccs3)N(C)C)c2c1C (stereo not given),1.3,1015,-5%,1,-10%,i,25,0.7,1155,.,.,1.9,1.7,6.9,i,-16
COc1ccc(OCC(=O)Nc2cc(-c3nn(C)c(=O)c4ccccc34)ccc2OC)cc1,0.97,732,6%,1.1,2%,i,39,1.0,725,.,.,1.8,2.5,4.5,i,13
CSc1ncc(Cl)c(C(=O)NCc2ccc3c(c2)OCO3)n1,0.88,1185,3%,1.1,-2%,i,33,-0.5,770,-1,758,3.7,2.5,3.0,i,-2
CN(C)S(=O)(=O)N(CC(=O)Nc1ccc2ccccc2c1)c1ccccc1,.,.,-1%,1.1,10%,i,18,-0.4,1107,-3,723,3.1,1.7,4.9,i,-12
Cc1c(NC(=O)c2c(N)n(-c3ccccc3)c3nc4ccccc4nc23)c(=O)n(-c2ccccc2)n1C,-0.04,1615,17%,1,13%,i,51,2.8,1053,-10,680,4.2,4.7,2.0,i,13
CC(C)C[C@H](NC(=O)Nc1cccc(C(F)(F)F)c1)C(=O)O,-0.29,1132,-16%,1,-15%,i,32,2.9,1200,-5,744,3.1,3.4,6.1,i,-2
O=C(Cc1ccccc1)N/N=C/c1ccccc1OCc1ccc(Cl)cc1,.,.,7%,1.2,5%,i,11,.,.,.,.,1.7,1.6,8.1,i,-2
COc1ccc(OCCCC(=O)Nc2cccnc2)cc1,-0.47,775,-2%,1.1,0%,i,37,-2.6,1409,7,752,3.6,1.6,3.6,i,0
CCc1ccc(-n2c(=O)c3c(C)c(C)sc3n(CC(=O)NCC3CCCO3)c2=O)cc1 (stereo not given),-0.98,1187,-13%,1,-13%,i,26,-1.5,1126,15,689,3.4,2.4,2.7,i,2

# Reprinted at random: two entries already listed
SMILES,Insulin prom up,Insulin prom up cell count,PMI inhibitors,TNAP activators,PMI inhibition,T cell modulator,T cell modulator vesicle-bound %,b-catenin transl,b-catenin transl cell count 5 µM,Hep lipid drop,Hep lipid drop cells 6.5 µM,MT stabilize HCS,MT stabilize HCS Hoechst-high %,MT stabilize HCS cytotoxicity %,Autophagy HCS,Autophagy HCS cell loss 18 h
CSc1ncc(Cl)c(C(=O)NCc2ccc3c(c2)OCO3)n1,0.88,1185,3%,1.1,-2%,i,33,-0.5,770,-1,758,3.7,2.5,3.0,i,-2
O=C(Cc1ccccc1)N/N=C/c1ccccc1OCc1ccc(Cl)cc1,.,.,7%,1.2,5%,i,11,.,.,.,.,1.7,1.6,8.1,i,-2

# Next results.
SMILES,Insulin prom up,Insulin prom up cell count,PMI inhibitors,TNAP activators,PMI inhibition,T cell modulator,T cell modulator vesicle-bound %,b-catenin transl,b-catenin transl cell count 5 µM,Hep lipid drop,Hep lipid drop cells 6.5 µM,MT stabilize HCS,MT stabilize HCS Hoechst-high %,MT stabilize HCS cytotoxicity %,Autophagy HCS,Autophagy HCS cell loss 18 h
CC(=O)N1c2ccc3ccccc3c2C2C=CCC2C1c1ccc(Br)cc1 (stereo not given),0.26,1269,12%,1.1,37%,i,39,2.8,751,-3,561,3.0,1.4,0.0,i,2
COc1ccccc1OCCSc1nc2ccccc2c(=O)[nH]1,0.18,1197,3%,1.1,-2%,i,8,-1.3,1040,4,807,3.3,1.6,9.8,i,1
CCc1ccccc1NC(=O)c1noc(C(C)C)c1[N+](=O)[O-],0.37,1040,-23%,1,0%,i,69,-1.9,1310,-9,712,1.7,2.5,6.2,i,10
Cn1c(=O)oc2cc(S(=O)(=O)NCCC(=O)NCCc3ccc(Cl)cc3)ccc21,0.25,1237,17%,1.1,11%,i,53,-0.4,1066,-11,716,1.5,1.3,6.9,i,12
CCNC(=O)NC(=O)COC(=O)c1cccc(NS(=O)(=O)/C=C/c2ccccc2)c1,0.48,1341,12%,1.2,5%,i,31,-1.1,978,6,627,5.2,2.6,5.5,i,7
CCC(=O)c1c(NC(C)C)cc(C)oc1=O,1.4,1200,-11%,1,0%,i,44,-1.3,1127,32,769,5.3,2.9,2.3,i,3
CCc1sc(C(=O)Nc2ccsc2C(=O)OC)cc1Br,0.73,1249,-5%,1,-14%,i,19,-1.3,928,.,.,.,.,.,.,.
Cc1ccccc1Nc1cc2ccccc2c(=O)[nH]1,-0.3,1258,-19%,1.1,-60%,i,31,.,.,-1,686,1.4,0.8,7.1,i,12
CCOC(=O)CNc1nc(C#N)nc(N2CCOCC2)n1,-0.44,1581,-6%,1.1,-4%,i,56,-3.5,902,.,.,7.6,2.2,6.8,i,21
O=C(CN1CCc2ccccc21)NC(=O)NCc1ccccc1,-0.1,1057,-41%,1.1,-30%,i,68,0.5,972,5,701,2.5,1.9,6.9,i,22
CCN(CC)C(=O)CN(c1ccc(C)cc1)S(=O)(=O)c1ccc(SC)cc1,-0.68,1466,11%,1.1,2%,i,19,0.1,1396,.,.,3.2,1.2,2.6,i,3
Oc1ccc(-c2cnns2)c(O)c1,0.68,1379,0%,0.9,10%,i,10,.,.,-3,736,3.7,3.8,9.8,i,-7
O=C(CC1C(=O)N(c2ccccc2)C(=S)N1c1ccccc1)c1ccccc1 (stereo not given),0.64,1416,26%,1,22%,i,31,-0.3,1042,-7,679,4.7,1.9,7.3,i,14
COCCCNC(=S)NNC(=S)NCCCOC,0.5,1370,.,.,.,i,46,4.4,974,7,731,.,.,.,.,.
CCC(C)NC(=S)N1CCN(C(c2ccccc2)c2ccccc2)CC1 (stereo not given),0.02,1304,-6%,1.1,-7%,i,17,0.8,534,-19,635,2.0,2.2,5.0,i,-3
O=C(O)CCC(=O)c1ccc2ccc3cccc4ccc1c2c34,0.87,1345,.,.,.,i,27,0.8,1252,15,816,.,.,.,.,.
O=C(Cn1c(C(=O)NCC2CCCO2)cc2sccc21)c1ccccc1 (stereo not given),-0.25,1204,9%,1.1,7%,i,60,0.0,1047,8,716,2.5,2.0,5.4,i,2
O=C(COc1ccc(/C=C\[N+](=O)[O-])cc1)N1CCOCC1,-1.9,1153,2%,1.1,-4%,i,12,-0.5,1060,-3,650,10,0.8,6.6,i,6
O=C(Nc1ccc(F)cc1)c1cn(-c2ccccc2)nc1-c1ccncc1,-0.16,1096,-2%,1,1%,i,39,0.5,1125,-3,712,1.0,1.9,12,i,14
COC(=O)c1ccc(C#Cc2ccccc2)o1,-0.19,1506,.,.,.,i,31,-1.4,1137,16,682,.,.,.,.,.
N/C(CN1CCCC1=O)=N\O,-0.27,1154,-6%,1.2,-5%,i,26,2.8,1141,.,.,1.2,1.5,9.7,i,0
Cc1cc(C)n(-c2ncnc3sc(C)c(C)c23)n1,0.09,1880,7%,1,5%,i,46,-0.4,1042,-2,676,2.9,1.4,4.9,i,1
CN(C)c1ccc(/C=C/c2cc[n+]([O-])cc2)cc1,0.98,1294,-6%,1.1,28%,i,58,-5.7,862,.,.,5.6,3.6,4.8,i,17
CCCCN(C(=O)NC(=O)Nc1ccccc1C)S(C)(=O)=O,.,.,3%,1.1,4%,i,37,.,.,.,.,1.8,1.0,9.3,i,-8

# 3 compounds out of the list above, sorted by the value under T cell modulator vesicle-bound %, smallest number first:
compound	T cell modulator vesicle-bound %
CN(C)S(=O)(=O)N(CC(=O)Nc1ccc2ccccc2c1)c1ccccc1	18
N/C(CN1CCCC1=O)=N\O	26
O=C(CC1C(=O)N(c2ccccc2)C(=S)N1c1ccccc1)c1ccccc1 (stereo not given)	31

# (cont.)
SMILES,Insulin prom up,Insulin prom up cell count,PMI inhibitors,TNAP activators,PMI inhibition,T cell modulator,T cell modulator vesicle-bound %,b-catenin transl,b-catenin transl cell count 5 µM,Hep lipid drop,Hep lipid drop cells 6.5 µM,MT stabilize HCS,MT stabilize HCS Hoechst-high %,MT stabilize HCS cytotoxicity %,Autophagy HCS,Autophagy HCS cell loss 18 h
COc1cc(/C=N/NC(=O)c2c(-c3ccccc3)noc2C)cc(OC)c1OC,.,.,3%,0.9,-1%,i,60,0.3,1141,34,624,3.2,2.7,7.7,i,1
CCN(CC)c1ncnc2scc(C3COc4ccccc4O3)c12 (stereo not given),-1.2,951,6%,1.1,5%,i,48,-3.5,1201,12,706,3.1,0.9,0.5,i,5
COc1ccc(CNC(=O)C(c2ccncc2)N(C(=O)Cc2cccs2)c2cccc(C)c2)cc1 (stereo not given),.,.,1%,1,0%,i,60,.,.,.,.,0.9,1.7,9.5,i,4
O=C(/C(=C(/[O-])c1ccccc1)[n+]1ccccc1)c1ccc([N+](=O)[O-])cc1,0.41,1206,6%,1,26%,i,40,-1.5,542,18,744,2.1,4.0,6.8,i,12
COc1ccc(N(CC(=O)Nc2ccc3c(c2)OCO3)S(=O)(=O)c2ccccc2)c(OC)c1,.,.,8%,1.2,7%,i,13,-2.2,1111,.,.,7.3,1.1,7.9,i,11
COc1ccccc1NC(=O)Nc1ncccc1C,0.54,1471,7%,1,11%,i,47,-1.4,1524,.,.,3.1,1.4,5.1,i,-2
COc1ccccc1N(C(=O)CNC(=O)c1ccco1)C(C(=O)NC1CCCC1)c1ccncc1 (stereo not given),.,.,2%,1,9%,i,46,-2.8,526,-4,749,1.9,2.0,19,i,-1

# Screening data: PubChem BioAssay, several laboratories
